G6PDH counter – counter-screen for G6PDH assay hits: L. mesenteroides G6PDH inhibition | Purified L. mesenteroides G6PDH, diaphorase/resazurin coupled fluorescence, 45 min | inhibition, % at 5 µM | 200,000 compounds, 0.12% hits | AID 1020; in the data active = inhibition above about 50%
Hsp70 activator – switches on Hsp70 transcription; HeLa Hsp70 promoter luciferase reporter, luminescence; scaled: vehicle 0, proteasome-inhibitor control 100%; activation, % at 10 µM; 200,000 compounds, 0.04% hits; AID 1203;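 active = activation above the mean across all tested compounds plus 3 SD, cutoff set per campaign, cut at about 5.5% in these data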;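 also: 100% = MG132 at 30 µM as the positive control and 0% = DMSO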
APP transl inh – APP translation inhibition. SH-SY5Y APP 5'UTR-luciferase reporter, luminescence. inhibition, % at 2 µM. 190,000 compounds, 0.82% hits. AID 1285;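 active = inhibition above a set limit, derived from the sample mean plus 3 SD, cut at about 45% in these data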; also: values of inactives mirror those of a sister screen read the other way
FLuc stim CS – firefly luciferase counter-screen for stimulation assays. P08659. ATPlite luciferase biochemical, luminescence, 10 min; 0 = ATP-free wells, 1 = DMSO control. activation factor at 10 µM. 200,000 tested, under 10 active. AID 1027;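 active = luciferase activation factor, scaled between plate controls, of at least 2 with compound at 10 µM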
Target sequence (P08659 whole entry, looked up): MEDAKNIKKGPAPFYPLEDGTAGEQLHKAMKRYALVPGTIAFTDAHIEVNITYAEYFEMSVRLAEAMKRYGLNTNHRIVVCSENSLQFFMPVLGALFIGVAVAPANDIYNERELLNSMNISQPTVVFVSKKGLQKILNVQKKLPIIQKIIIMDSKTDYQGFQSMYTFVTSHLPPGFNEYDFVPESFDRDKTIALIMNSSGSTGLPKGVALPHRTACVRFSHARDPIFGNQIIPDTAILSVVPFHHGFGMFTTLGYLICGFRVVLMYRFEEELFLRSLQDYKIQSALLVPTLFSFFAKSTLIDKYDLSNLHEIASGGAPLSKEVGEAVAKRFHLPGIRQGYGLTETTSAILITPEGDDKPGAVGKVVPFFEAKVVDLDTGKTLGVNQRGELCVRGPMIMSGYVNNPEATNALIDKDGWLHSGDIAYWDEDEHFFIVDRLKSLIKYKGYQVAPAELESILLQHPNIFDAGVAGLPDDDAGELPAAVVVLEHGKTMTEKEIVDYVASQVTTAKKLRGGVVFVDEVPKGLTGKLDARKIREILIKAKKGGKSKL
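Assay system: Luciferase/luciferin detection reagent, cell-free biochemical luciferase assay / Also added: ATP substrate / Schedule: 10 min at ambient temperature / Measured by: luminescence measurement of luciferase light output / Benchmarks: low control with PBS replacing ATP, high control enzyme plus ATP without compound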
STAT1 act – increases IFN-gamma driven STAT1 reporter signal. NIH 3T3 STAT1-luciferase reporter, luminescence; 100% = IFN-gamma alone, no compound. activation (% of control), % at 5.5 µM. 200,000 compounds, 2.6% hits. AID 932;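 active = activation above the screen-wide mean activation plus 3 SD, cut at about 130% in these data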;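 also: raw ratio to IFN-gamma control signal so 100% means no change and 0% no light; values of inactives mirror those of a sister screen read the other way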
NF-kB neuron act – compounds increasing NF-kB expression in human neuronal cells; NF-kB reporter expression; hits give high values; fold change at 12.5 µM; 190,000 compounds, 1.6% hits; in the data active = fold change above about 3.3
DTT redox prof – compounds producing H2O2 with reducing agent – biochemical, NIH compound library profiling, artefact control for MLSCN library redox annotation, primary screen; AID 878; activation, % at 10 µM; 200,000 compounds, 0.03% hits; DTT-dependent redox cycling H2O2, phenol red/HRP absorbance; 100% = 100 µM peroxide control, 0% = buffer;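 active = activation of at least 50% relative to the plate's high and low controls in the primary single-dose screen; inactive = activation below 50%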;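 also: compound incubated with DTT at 0.8 mM final as the reducing agent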
HMGR II inh – inhibitors of class II HMG-CoA reductase from Enterococcus faecalis; purified E. faecalis HMGR, NADPH absorbance 340 nm kinetic; inhibition, % at 10 µM; 190,000 compounds, 0.41% hits; AID 1066;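 active = inhibition above a set limit, the median over all tested compounds plus 3 SD, cut at about 9.5% in these data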;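 also: enzyme runs in reverse so mevalonate oxidation gives rising NADPH absorbance; 0% = complete reaction with DMSO and 100% = background rate lacking mevalonate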
FLuc inhib CS – Photinus pyralis luciferase inhibition counter-screen. P08659. ATPLite firefly luciferase biochemical luminescence, 10 min. inhibition, % at 10 µM. 200,000 compounds, 1.5% hits. AID 1006;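 active = inhibition above about 50% when tested at 10 µM, limit read from the data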
APP 5'UTR act – activates APP 5'UTR luciferase reporter | SH-SY5Y APP 5'UTR luciferase reporter, luminescence; zero percent = DMSO vehicle wells | activation, % at 2 µM | 190,000 compounds, 1% hits | AID 1276;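 active = activation above a set limit, based on mean plus 3 SD of controls, cut at about 140% in these data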; also: values of inactives mirror those of a sister screen read the other way
Starred values were filed as active, the others as inactive; x = no result given.

Compound	APP transl inh	STAT1 act	NF-kB neuron act	APP 5'UTR act	Hsp70 activator	G6PDH counter	FLuc stim CS	DTT redox prof	FLuc inhib CS	HMGR II inh
O=C(c1ccc(Cl)cc1[N+](=O)[O-])N1CCc2ccccc2C1	-14	106	1.2	14	-0.3	3	1	-0.8	-4	-3
Cc1ccc(C)n1-c1cc(S(=O)(=O)N2CCOCC2)ccc1N1CCCC1	-2	100	0.98	2	-0.1	4	1.1	2.4	-6	5
CCN(CC)c1ccc(N2C(=O)c3ccccc3C2=O)cc1	-9	112	1.4	9	-0.3	4	1	0.0	-2	1
Cc1c(C2=CCN(S(=O)(=O)c3ccc(Br)cc3)CC2)c2ccccc2n1C	-1	96	0.94	1	-0.1	6	1.1	-0.1	-5	1
CCCc1[nH]nc2c1C(c1ccc(Br)s1)C(C#N)=C(N)O2 (configuration not stated)	9	97	1	-9	-0.2	-3	1	0.6	-2	2
Cc1cc(Cl)c2c(c1)[C@]1(C(=O)N2)[C@@H]2C(=O)N(Cc3ccccc3)C(=O)[C@@H]2[C@@H]2CCCN21	-12	88	0.43	13	-0.1	-2	1	1.4	0	0
COc1ccc(-c2ccc(-c3noc(-c4cccc(OC)c4)n3)c(OC)n2)cc1	7	98	1.1	-7	0.0	7	1	0.9	1	5
COc1ccc(NC(=O)CSc2nnc(CNC(=O)COc3ccc(Cl)cc3)o2)c(OC)c1	-2	99	1.1	2	0.0	4	1.1	-0.2	-6	-6
CCCc1nc2ccccc2c(=O)n1/N=C/c1ccc(O)cc1	-4	103	1.1	4	-0.1	1	1	-0.4	0	4
CC(C(=O)Nc1ccc(S(=O)(=O)N2CCOCC2)cc1)N(c1ccccc1)S(C)(=O)=O (configuration not stated)	10	86	0.84	-10	0.2	-1	1	-1.8	0	1
COC(=O)C1=C(N)Oc2c(oc(CO)cc2=O)C1c1c(F)cccc1Cl (configuration not stated)	4	95	1.1	-4	-0.1	2	1	-0.7	-4	-1
Cc1cc(C)n2nc(C(=O)Nc3ccc4c(c3)OCO4)cc2n1	-100	129*	3.3*	100	0.1	3	0.5	0.2	47	-5
Cc1cccc(C)c1OCC(=O)N/N=C/C=C/c1ccco1	6	108	1.8	-6	0.2	4	1.1	-0.3	-7	-6
CCOC(=O)c1ccccc1NC(=O)CSc1nnc(COc2ccccc2)n1CC	4	97	0.73	-4	-0.5	12	1.1	0.2	-7	0
COC(=O)c1cc(C#N)c(SCc2ccccc2)nc1C	x	110	1.5	x	-0.3	3	1.1	0.5	-8	1
NC(=O)C1c2ccccc2CSc2ccccc21 (configuration not stated)	1	97	1.2	-1	-0.5	7	1.1	-3.3	-10	-6
COc1ccc(C(=O)NC(NC(=S)Nc2ccc(S(N)(=O)=O)cc2)C(Cl)(Cl)Cl)cc1 (configuration not stated)	-28	102	1.4	28	-0.1	9	1.1	-4.8	-5	2
O=C1c2ccccc2C(=O)N1Cc1cc(-c2ccccc2Cl)no1	-4	94	1.1	5	-0.1	5	1	2.1	-2	-8
CCP(=O)(CC)c1cccc(N)c1	3	102	1.1	-3	-0.4	4	1	-0.2	-4	2
Cc1cc(C)cc(N(C(=O)Cn2nnc(-c3ccccc3)n2)C(C(=O)NC2CCCCC2)c2ccccn2)c1 (configuration not stated)	-2	108	0.97	2	-0.2	-10	1	1.9	5	-2
O=C(c1cc(-c2ccccc2)nc2ccccc12)N1CCCc2ccccc21	-9	98	0.63	9	-0.3	4	1	1.8	0	0
COc1cccc(C(=O)CSc2nnc(CNS(=O)(=O)c3ccc(C)cc3)n2C)c1	-8	103	0.64	8	-0.2	3	1.1	2.7	-11	-3
CCCC1CCC(C(=O)Nn2c(C)nc3ccccc3c2=O)CC1 (configuration not stated)	9	105	0.97	-9	-0.4	4	1	2.5	-4	0
c1cncc(CNc2c3c(nc4nnnn24)CCCC3)c1	5	108	0.98	-5	0.0	5	1	-0.5	-2	1
O=C1c2cccc3cccc(c23)C(=O)N1CC1CCN(S(=O)(=O)c2ccc(F)cc2)CC1	-8	97	0.97	8	0.0	-14	1.1	1.4	-8	-3
O=C(CSc1nnc2sc3ccccc3n12)N1CCN(c2ccccc2)CC1	-1	110	1	1	0.0	-30	1	0.9	-3	-1
CC1CCN(CC(=O)n2c3c(c4ccccc42)CCCC3)CC1	15	98	2.7	-15	-0.4	1	1	-3.2	-3	-1
CC(=O)Nc1ccc(S(=O)(=O)Nc2nccc(/C=C/c3ccccc3F)n2)cc1	3	98	2	-3	-0.2	17	1	-0.5	-2	2
CC(C)OC(=O)CC1C(=O)NCCN1C(=S)NC(=O)c1ccc(F)cc1 (configuration not stated)	-1	98	1.1	1	0.2	10	1.1	-1.8	-7	-4
Cn1c(=NC(=O)CSCC(=O)N2CCCCC2)sc2ccccc21	-4	97	1	4	-0.2	-2	1.1	0.0	-5	-1
COc1ccc(C(=O)Nc2ccccc2C(=O)N/N=C/c2cccc3ccccc23)cc1	-101	65	4.2*	101	-0.6	4	0	-9.4	97*	-2
Cc1ccc(C2NC(c3ccc(C)cc3)C([N+](=O)[O-])C(C)(C)C2[N+](=O)[O-])cc1 (configuration not stated)	12	102	1.1	-12	-0.2	-7	1.1	1.3	-7	1
Cc1ccc(NC(=S)N2CCN(Cc3ccc4c(c3)OCO4)CC2)c(C)c1	2	85	x	-2	0.1	x	x	-4.2	x	x
COc1cc(C(=S)N2CCCC2)cc(OC)c1OC	-8	108	1	8	0.0	13	1	-0.3	-5	5
Cc1ccc(NC(=O)CCC(=O)NCCO)cc1	-1	99	1.5	1	0.2	1	1	0.2	-4	2
Cc1ncc(CO)c(/C=N/NC(=O)c2ccccc2Br)c1O	-4	91	0.71	4	-0.3	-26	1	-0.1	-2	-9
CCOC(=O)c1c(-c2ccccc2)csc1NC(=O)CSc1ccccc1	-4	109	1.4	4	-0.1	15	1	-0.5	-2	-2
O=C(Nc1ccc2c(c1)CCC2)c1cccs1	-92	157*	6.2*	92	0.1	10	0.6	-0.4	40	-5
CCN(CC)S(=O)(=O)c1ccc2oc(SCC3CN=C(c4ccc(OC)cc4)S3)nc2c1 (configuration not stated)	-9	98	0.84	9	-0.3	3	1	-0.1	-1	-3
Cc1cc(OCCN2CCCCCC2)ccc1[N+](=O)[O-]	2	100	1.2	-2	-0.2	-19	1	-0.1	-3	-4
COC(=O)c1ccc(NC(=O)CSc2nc(=O)cc(N)n2-c2ccccc2)cc1	8	100	1.2	-8	-0.3	0	1	11	-3	-7
O=C(COC(=O)CCNS(=O)(=O)c1ccc(Cl)cc1)NCc1ccco1	-4	97	0.99	3	-0.3	5	1	-0.3	-5	-1
CCCCCCCCCC[n+]1cccc2c3ccccc3ccc21	24	52	1.8	-24	-0.3	6	1.1	0.3	-5	0
Cc1c(N=Nc2c(-c3ccc([N+](=O)[O-])cc3)[nH]n(C(N)=S)c2=O)cccc1[N+](=O)[O-]	23	80	0.69	-23	-0.4	6	1	-0.1	-5	-2
CCn1cnc2sc(C(=O)O)c(C)c2c1=O	14	100	0.94	-14	-0.1	2	1.1	0.7	-10	2
CC(NC(=O)CN1CCN(Cc2ccc(Cl)cc2)C1=O)c1ccc2c(c1)OCCO2 (configuration not stated)	-8	99	1.2	8	-0.2	16	1	-0.7	-1	-1
O=C(NCCc1ccccc1)c1cnn2c(C(F)F)cc(C3CC3)nc12	-3	99	0.77	3	-0.3	4	1.2	-0.1	-19	-4
C/C(CC(=O)NCc1ccco1)=N\NC(=O)CC#N	-24	98	0.95	24	0.3	21	1.1	-0.2	-6	0
CNC(=S)SCCOc1ccc(C)cc1	12	90	1	-12	-0.3	-10	1	0.3	3	-8
O=C(CN1CCN(Cc2cccc(Cl)c2)C1=O)NCc1cccs1	-6	96	1.5	6	-0.2	1	1	-0.2	-4	-1
COc1ccc(NC(C)=O)cc1NC(=O)CCn1c(=O)sc2ccccc21	7	102	1	-7	-0.2	3	1.1	0.8	-6	-2
CCOCCCNC(=S)NCCc1ccccc1	-11	105	1.1	11	-0.3	10	1	-0.1	0	-3
Cc1cc(O)c(C(C)C)cc1NC(=O)c1ccc(Cl)cc1	11	105	1	-11	0.0	0	1	-0.9	-4	5

In another format: results already given
CC(C(=O)Nc1ccc(S(=O)(=O)N2CCOCC2)cc1)N(c1ccccc1)S(C)(=O)=O (configuration not stated)
  APP transl inh: 10 | STAT1 act: 86 | NF-kB neuron act: 0.84 | APP 5'UTR act: -10 | Hsp70 activator: 0.2 | G6PDH counter: -1 | FLuc stim CS: 1 | DTT redox prof: -1.8 | FLuc inhib CS: 0 | HMGR II inh: 1
COC(=O)C1=C(N)Oc2c(oc(CO)cc2=O)C1c1c(F)cccc1Cl (configuration not stated)
  APP transl inh: 4 | STAT1 act: 95 | NF-kB neuron act: 1.1 | APP 5'UTR act: -4 | Hsp70 activator: -0.1 | G6PDH counter: 2 | FLuc stim CS: 1 | DTT redox prof: -0.7 | FLuc inhib CS: -4 | HMGR II inh: -1
Cc1cc(C)n2nc(C(=O)Nc3ccc4c(c3)OCO4)cc2n1
  APP transl inh: -100 | STAT1 act: 129* | NF-kB neuron act: 3.3* | APP 5'UTR act: 100 | Hsp70 activator: 0.1 | G6PDH counter: 3 | FLuc stim CS: 0.5 | DTT redox prof: 0.2 | FLuc inhib CS: 47 | HMGR II inh: -5
Cc1cccc(C)c1OCC(=O)N/N=C/C=C/c1ccco1
  APP transl inh: 6 | STAT1 act: 108 | NF-kB neuron act: 1.8 | APP 5'UTR act: -6 | Hsp70 activator: 0.2 | G6PDH counter: 4 | FLuc stim CS: 1.1 | DTT redox prof: -0.3 | FLuc inhib CS: -7 | HMGR II inh: -6

Bioassay records as filed in PubChem BioAssay.

An unsorted share of the library; about 5.3% have a hit in one of these screens.
